# PME-1 inh – PME-1 inhibitors via competitive probe labeling, primary screen, biochemical, fluorescence polarization, FP-Rh probe, HTS; recombinant PME-1; hit rate 0.53% among 320,000; Protein phosphatase methylesterase 1 (Homo sapiens), Q9Y570; inhibition, % at 5.9 µM;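 active = inhibition above the campaign mean of all compounds plus 3 SD, cut at about 26% in these data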;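 note: competitive labeling of PME-1 active site by serine hydrolase directed probe; 0% = PME-1 with DMSO and 100% = wells lacking PME-1 enzyme; inhibitors block probe labeling so polarization falls and inhibition rises; many of its hits are not listed in these tables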
# GLD-1 RNA inh – GLD-1/TGE RNA complex disruptors, primary screen, biochemical, fluorescence polarization; Female germline-specific tumor suppressor gld-1 (Caenorhabditis elegans), Q17339; inhibition, % at 5.96 µM; purified GLD-1 + fluorescein TGE RNA; hit rate 0.44% among 320,000; AID 2280, 2010;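 active = percent inhibition above a per-plate cutoff, the plate mean of test compounds plus 3 SD, cut at about 30% in these data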;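 note: 0% = DMSO wells with GLD-1 and probe and 100% = wells lacking GLD-1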
# Target sequence (Q17339 whole entry, looked up): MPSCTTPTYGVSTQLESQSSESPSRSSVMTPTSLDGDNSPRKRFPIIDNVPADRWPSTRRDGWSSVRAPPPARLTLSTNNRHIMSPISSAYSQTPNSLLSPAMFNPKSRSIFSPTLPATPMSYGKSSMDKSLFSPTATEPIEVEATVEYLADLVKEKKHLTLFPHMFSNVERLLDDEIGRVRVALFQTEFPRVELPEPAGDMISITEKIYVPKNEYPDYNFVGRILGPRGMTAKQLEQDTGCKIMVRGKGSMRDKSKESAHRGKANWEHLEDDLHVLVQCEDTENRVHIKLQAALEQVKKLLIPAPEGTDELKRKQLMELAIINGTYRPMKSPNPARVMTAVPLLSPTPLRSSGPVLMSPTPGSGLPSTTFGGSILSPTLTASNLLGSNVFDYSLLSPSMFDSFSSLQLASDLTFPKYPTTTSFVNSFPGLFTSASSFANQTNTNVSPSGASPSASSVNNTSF
# MEX-5 binding – MEX-5 zinc finger RNA-binding disruptors – biochemical, C. elegans, fluorescence polarization, MLPCN library, primary screen | Zinc finger protein mex-5 (Caenorhabditis elegans), Q9XUB2 | MEX-5/FITC-TCR2 RNA binding; hits give low values | activity score (negative = inhibition of binding), % at 10 µM | hit rate 0.38% among 300,000 | AID 1832, 2009;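 active = inhibition past about -25% in most replicates, and total fluorescence under double the plate's negative control median, limit read from the data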;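 note: 0% = DMSO and -100% = 5 µM competing unlabeled TCR2 RNA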
# PAFAH1B2 FP inh – PAFAH1B2 enzyme inhibitors, primary screen, biochemical, fluorescence polarization, human; hit rate 1.2% among 340,000; inhibition, % at 3.39 µM; recombinant PAFAH1B2, FP-rhodamine activity probe;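 active = inhibition above the mean of all tested compounds plus 3 SD, cut at about 24% in these data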;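 note: 0% = enzyme with DMSO and 100% = wells lacking PAFAH1B2; many of its hits are not listed in these tables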
# AHR act – AHR activators, primary screen, cell-based, luminescence, luciferase reporter, human. hit rate 2.5% among 320,000. activation, % at 5 µM. AHR-responsive luciferase reporter cells; in the data active = activation above about 47%;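 note: 0% = vehicle wells and 100% = reference agonist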
# Fam108B inh – mouse Fam108B serine hydrolase inhibitors, primary screen, counter-screen for RBBP9 inhibitor project, biochemical, fluorescence polarization. AID 1947, 2009. hit rate 0.33% among 300,000. recombinant Fam108B, FP-Rh probe fluorescence polarization. inhibition, % at 9.51 µM;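 active = inhibition above the screen mean inhibition plus 3 SD, computed separately per campaign, cut at about 18% in these data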;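 note: inhibitors lower polarization as less probe binds the enzyme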
# pPAFAH inh – pPAFAH enzyme inhibitors, primary screen, biochemical, fluorescence polarization, human; Platelet-activating factor acetylhydrolase (Homo sapiens), Q13093; recombinant pPAFAH, FP-rhodamine probe fluorescence polarization; inhibition, % at 3.39 µM; hit rate 1.5% among 330,000;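 active = inhibition above the mean inhibition across the screen plus 3 SD, cut at about 25% in these data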;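 note: inhibitors block binding of the rhodamine activity-based probe so polarization drops; 0% = enzyme with DMSO and 100% = wells lacking pPAFAH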
# Target sequence (Q13093 whole entry, looked up): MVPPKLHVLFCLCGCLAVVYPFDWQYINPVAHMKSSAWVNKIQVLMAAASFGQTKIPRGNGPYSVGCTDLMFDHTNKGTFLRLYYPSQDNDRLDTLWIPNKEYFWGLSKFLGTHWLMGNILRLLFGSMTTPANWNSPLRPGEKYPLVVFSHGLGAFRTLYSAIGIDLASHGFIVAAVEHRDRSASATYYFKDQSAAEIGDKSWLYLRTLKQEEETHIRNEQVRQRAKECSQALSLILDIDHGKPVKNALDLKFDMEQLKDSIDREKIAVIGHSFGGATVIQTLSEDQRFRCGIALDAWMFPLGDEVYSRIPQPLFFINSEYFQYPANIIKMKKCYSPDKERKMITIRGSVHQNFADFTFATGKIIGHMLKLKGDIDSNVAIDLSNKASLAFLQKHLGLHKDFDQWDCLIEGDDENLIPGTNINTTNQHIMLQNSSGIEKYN
# MCL1-BIM inh – inhibitors of MCL1 binding to BIM-BH3, primary screen, biochemical, fluorescence polarization | GST-MCL1 / FITC-Bim-BH3 fluorescence polarization | inhibition, % at 10.9 µM | Induced myeloid leukemia cell differentiation protein Mcl-1 (Homo sapiens), Q07820 | hit rate 0.68% among 320,000;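 active = inhibition above the mean inhibition of all tested compounds plus 3 SD, set per campaign, cut at about 40% in these data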;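 note: 0% = DMSO wells and 100% = unlabeled Bim-BH3 peptide control; higher means more loss of mP so more displacement of Bim peptide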
# BCLXL inh – inhibitors of human Bcl-xL, primary screen, biochemical, fluorescence polarization, HTS; Bcl-2-like protein 1 (Homo sapiens), Q07817; GST-Bcl-xL / FITC-Bim BH3 peptide fluorescence polarization; inhibition, % at 10.9 µM; hit rate 0.7% among 320,000; AID 2129, 2009;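 active = inhibition above the mean of all tested compounds plus 3 SD, cutoff set per campaign, cut at about 30% in these data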;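 note: 0% = DMSO wells and 100% = unlabeled Bim-BH3 peptide competitor; inhibitors lower millipolarization by displacing the labeled peptide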
# An asterisk follows results filed as active; nt = no result given. These rows are one share of the data; rates above refer to the full screens.
SMILES,PME-1 inh,GLD-1 RNA inh,MEX-5 binding,PAFAH1B2 FP inh,AHR act,Fam108B inh,pPAFAH inh,MCL1-BIM inh,BCLXL inh
CN1CCN(c2nc3c(c(=O)[nH]c(=O)n3C)n2CCCSc2nnnn2-c2ccccc2)CC1,0,0,-0.3,-4,0,-7,2,1,5
COc1cc(C2C(C#N)=C(N)Oc3c2ccc2ccccc32)ccc1OCC(=O)Nc1ccccc1C (stereo not given),-13,-1,2.9,0,2,-8,19,0,4
O=C(Nc1ccc2snnc2c1)N1CCOCC1,-3,10,-1.2,2,3,-1,0,7,6
CC1(C)Cc2nc3sc4c(=O)n(CC(N)=O)cnc4c3cc2CO1,-2,10,-0.5,-1,14,5,0,5,4
COc1ccccc1C(=O)NC(CCSC)C(=O)NCc1ccccn1 (stereo not given),1,2,1.4,1,0,2,2,6,1
CCC(Oc1ccccc1)C(=O)Nc1ccc(-c2nnc(-c3ccco3)o2)cc1 (stereo not given),-27,-19,5.4,3,0,-12,-2,-31,-25
CC(C)(CO)N1CCN(C(=S)Nc2ccccc2)CC1,1,-15,-1.3,-7,4,0,-2,-5,-2
Cc1cc(C(=O)CCC(=O)NNC(=O)c2ccccc2O)c(C)s1,-4,-4,-0.8,-1,11,0,10,-5,1
Cc1cc(/C=C(\C#N)C(=O)Nc2ccccc2)c(C)n1-c1cccnc1,-5,-3,1.0,2,30,-4,6,7,2
Cn1c(N)c(S(=O)(=O)N2CCN(c3ccccc3F)CC2)c(=O)n(C)c1=O,2,9,-0.1,-2,-2,-1,6,1,5
CSc1ccccc1OCc1cc(C(=O)N2CCC(Oc3cccnc3)CC2)no1,6,5,0.7,6,0,-4,-6,-4,3
COc1ccc2c(=O)c3ccccc3oc2c1,6,5,-0.2,4,1,1,-3,9,6
COc1ccccc1CNS(=O)(=O)c1c(C)[nH]c(=O)[nH]c1=O,-1,7,-0.3,3,-1,0,2,8,-1
O=C(CN1CCN(c2ccccc2O)CC1)Nc1ccc([N+](=O)[O-])cc1Br,6,-8,1.1,0,4,1,11,8,2
CCn1c(SCC(=O)NCC2CCCO2)nnc1-c1ccccc1OC (stereo not given),3,5,nt,-2,4,nt,-2,0,-1
O=C(O)Cn1cc(/C=c2/sc3nc4ccccc4n3c2=O)c2ccccc21,31*,-17,-12,11,7,9,14,-10,-11
NC(=O)NC(=O)CSc1nc(-c2ccccc2)c(-c2ccccc2)n1CC1CCCO1 (stereo not given),-2,8,0.3,9,0,3,2,-8,-3
Cc1cccc(C(=O)N/C(=C/c2ccco2)C(=O)N2CCCCCC2)c1,1,-3,1.1,-7,2,-1,5,6,7
Cc1nnc(SCC(=O)Nc2ccccc2)n(N)c1=O,1,2,-1.6,0,3,-1,1,-2,0
O=C(c1nc2ncccn2n1)N1CCc2ccccc2C1,-1,-5,-0.1,5,4,-4,2,2,2
CCOc1ccc(C(=O)N(CN2CCCC2=O)c2cccc(Cl)c2)cc1,-2,-4,2.6,1,1,2,0,-4,-1
CN(C)C(=O)c1ccc(NC(=O)CN2CCc3cc4c(cc3C2)OCCCO4)cc1,-6,-3,1.9,1,2,2,3,7,2
CCCN(CCC)C(=O)CCS(=O)(=O)c1cccc2nsnc12,9,-5,2.0,0,1,-3,1,3,7
CSc1nc(SCC(=O)NCc2ccco2)c2c3c(sc2n1)CN(C)CC3,-2,3,1.0,2,0,1,7,30,26
Cc1nc2ccccc2n1CCN1CCOCC1,0,0,-2.0,6,72*,11,-1,2,8

# In the list so far, these have an NH in an aromatic ring:
SMILES,PME-1 inh,GLD-1 RNA inh,MEX-5 binding,PAFAH1B2 FP inh,AHR act,Fam108B inh,pPAFAH inh,MCL1-BIM inh,BCLXL inh
CN1CCN(c2nc3c(c(=O)[nH]c(=O)n3C)n2CCCSc2nnnn2-c2ccccc2)CC1,0,0,-0.3,-4,0,-7,2,1,5
COc1ccccc1CNS(=O)(=O)c1c(C)[nH]c(=O)[nH]c1=O,-1,7,-0.3,3,-1,0,2,8,-1

# Next section:
SMILES,PME-1 inh,GLD-1 RNA inh,MEX-5 binding,PAFAH1B2 FP inh,AHR act,Fam108B inh,pPAFAH inh,MCL1-BIM inh,BCLXL inh
CC(C)Cc1nnc(NC(=O)CCC(=O)N2CCN(c3ccc([N+](=O)[O-])cc3)CC2)s1,-5,2,-0.2,-1,-1,1,5,3,2
CCCCn1nnnc1SCC(=O)N1CCCC1,0,4,-2.1,4,1,2,2,5,0
O=C(Cn1cnc2c(OCc3ccccc3)ncnc21)N1CCN(c2ccccn2)CC1,nt,8,nt,-4,-2,nt,-5,nt,nt
CC1CC(C)CN(c2ccc(NS(=O)(=O)c3ccccc3)cc2C(=O)O)C1 (stereo not given),6,5,-1.4,0,1,-3,2,4,3
COc1cc2[nH]c(=S)nc(NCc3cccc(Cl)c3)c2cc1OC,13,-4,-2.3,6,45,5,24,7,11
Cc1ccc2nc(-c3ccccc3C)oc(=O)c2c1,-3,-2,3.2,-2,1,-1,4,4,2
COC(=O)c1c(NC(=O)c2cccc(S(=O)(=O)N3CCN(C)CC3)c2)sc(C)c1C,-4,6,-3.0,1,3,4,5,8,12
CC(C)CCn1c(=O)c2ccccc2n2c(CN3CCOCC3)nnc12,6,6,0.9,-3,-2,0,-1,1,3
COc1ccc(/C=C2\SC(=O)N(CC(=O)Nc3cccnc3)C2=O)cc1OC,-2,5,-2.1,1,1,-1,2,7,3
Cc1ccc(OCCN(C)C(=O)c2cc(COc3ccc(F)cc3F)on2)cc1,-3,2,-1.3,2,-1,3,8,0,5
CC(=O)NC1C(c2nc3ccccc3s2)=C(c2ccccc2)C(=O)N1c1ccc(C)cc1 (stereo not given),-6,-1,1.4,3,3,1,7,12,6
Cc1ccc(S(=O)(=O)NCCCCCC(=O)N(C)C)cc1,-4,-2,-2.2,5,0,0,4,-1,2
CC(=O)c1ccc([C@@H]2C[C@]34CN(Cc5cccc(C(F)(F)F)c5)S(=O)(=O)[C@H]3C[C@H]2O4)cc1,5,-1,2.9,3,1,4,0,-7,1
S=c1nc(-c2ccccc2Cl)[nH][nH]1,2,-3,6.0,1,0,-2,10,6,8
Cc1ccc(NC(=O)c2onc(C)c2Cl)cc1,0,5,-1.7,-1,36,-3,2,4,2
CCN(CC)C(=S)Nc1ccc([N+](=O)[O-])cc1,-1,8,1.5,-1,24,-4,-4,7,-1
Cc1ccc(NC(=O)CCNS(=O)(=O)c2ccc3c(c2)oc(=O)n3C)cc1,11,-1,-2.4,6,2,4,16,18,5
O=C(CSc1nc2cc(Cl)ccc2s1)c1cc2ccccc2o1,-32,-35,-4.3,-7,9,-33,16,-59,-27
Cc1cc(C)nc(NC(=O)CSc2nn(C)c(=S)s2)n1,2,-7,1.4,2,8,2,-3,1,1
Cc1ccc(C(=O)N2CCOCC2)cc1S(=O)(=O)N1CCOCC1,8,8,2.1,2,-1,0,0,4,5
Cc1ccccc1OS(=O)(=O)c1cn(C)c(=O)n(C)c1=O,-1,-7,0.2,0,-2,-1,3,2,0
O=C(NNC(=O)C(O)c1ccccc1)NC1CCCCC1 (stereo not given),6,-9,1.4,4,-3,-3,-3,10,1
CC(=O)Nc1ccc(N/C=C/C(=O)C(C)(C)C)cc1,-4,5,2.3,-1,-1,0,-3,6,0
COC(=O)c1ccccc1NC(=O)COc1ccc(S(=O)(=O)NC(C)C)cc1,-45,2,-0.4,-1,1,-1,3,-9,-8
Cc1nc(NCc2ccc3c(c2)OCO3)c2oc3ccccc3c2n1,-9,-1,1.3,-8,22,-2,0,4,3
# Additional results
SMILES,PME-1 inh,GLD-1 RNA inh,MEX-5 binding,PAFAH1B2 FP inh,AHR act,Fam108B inh,pPAFAH inh,MCL1-BIM inh,BCLXL inh
CN(Cc1ccccc1NS(=O)(=O)c1ccc2ccccc2c1)C1CCCCC1,0,2,1.3,-1,0,6,5,4,2
Cc1cccc(N2CCN(c3nc(C)cc(C)c3C#N)CC2C)c1 (stereo not given),-7,-5,0.4,-2,-7,-4,-6,4,4
CCOC(=O)[C@@H]1[C@H]2COc3ccccc3[C@@H]2N2C(=O)N(c3ccc(OC)cc3)C(=O)[C@]12C,-1,1,-6.4,7,-1,-5,5,-2,-1
COc1ccc(CC(=O)N(CC2CCCO2)c2nc3ccccc3s2)cc1 (stereo not given),-3,4,-0.5,-7,7,-3,6,1,7
CN(C)CCN(C(=O)C1CCN(S(=O)(=O)c2cccs2)CC1)c1nc2c(F)cccc2s1,3,9,-3.3,1,10,3,0,5,12
C/C(N)=C(/C#N)C(=O)COC(=O)c1cccc(C)c1O,-1,6,-4.5,6,2,0,5,-2,3
CCOC(=O)c1sc(NC(=O)c2ccc(C)o2)nc1C,-8,3,-0.7,3,9,-1,7,2,3
CCC(CO)Oc1cc(NCc2ccccc2C)c2ncn(C(C)C)c2c1 (stereo not given),nt,6,nt,-6,3,nt,1,nt,nt
CCN(CC)S(=O)(=O)c1ccc(/C=C/C(=O)OCC(=O)Nc2cccc3ccccc23)cc1,-11,-3,nt,-1,4,-21,21,0,-2
N#Cc1ccccc1COC(=O)CCCC1=NS(=O)(=O)c2ccccc2N1,-2,3,-0.1,1,1,-2,7,-5,-3
CCN1C(=O)[C@@H]2[C@H](C1=O)[C@@H]1C(=O)Nc3ccccc3C(=O)N1[C@@H]2c1cccc(OC)c1,3,0,0.9,1,13,-1,2,0,3
Cc1c(NC(=O)CCSCCc2ccccn2)cccc1[N+](=O)[O-],-5,-3,-1.2,5,5,-1,-4,6,1

# Entries from the list above that contain a halogen:
SMILES,PME-1 inh,GLD-1 RNA inh,MEX-5 binding,PAFAH1B2 FP inh,AHR act,Fam108B inh,pPAFAH inh,MCL1-BIM inh,BCLXL inh
Cn1c(N)c(S(=O)(=O)N2CCN(c3ccccc3F)CC2)c(=O)n(C)c1=O,2,9,-0.1,-2,-2,-1,6,1,5
O=C(CN1CCN(c2ccccc2O)CC1)Nc1ccc([N+](=O)[O-])cc1Br,6,-8,1.1,0,4,1,11,8,2
CCOc1ccc(C(=O)N(CN2CCCC2=O)c2cccc(Cl)c2)cc1,-2,-4,2.6,1,1,2,0,-4,-1
COc1cc2[nH]c(=S)nc(NCc3cccc(Cl)c3)c2cc1OC,13,-4,-2.3,6,45,5,24,7,11
Cc1ccc(OCCN(C)C(=O)c2cc(COc3ccc(F)cc3F)on2)cc1,-3,2,-1.3,2,-1,3,8,0,5
CC(=O)c1ccc([C@@H]2C[C@]34CN(Cc5cccc(C(F)(F)F)c5)S(=O)(=O)[C@H]3C[C@H]2O4)cc1,5,-1,2.9,3,1,4,0,-7,1
S=c1nc(-c2ccccc2Cl)[nH][nH]1,2,-3,6.0,1,0,-2,10,6,8
Cc1ccc(NC(=O)c2onc(C)c2Cl)cc1,0,5,-1.7,-1,36,-3,2,4,2
O=C(CSc1nc2cc(Cl)ccc2s1)c1cc2ccccc2o1,-32,-35,-4.3,-7,9,-33,16,-59,-27
CN(C)CCN(C(=O)C1CCN(S(=O)(=O)c2cccs2)CC1)c1nc2c(F)cccc2s1,3,9,-3.3,1,10,3,0,5,12
